ABCG2 block = human ABCG2 inhibition, ABCB1 as counter-screen; 190,000 tested, 0.1% active; Q9UNQ0; inhibition, % at 6.6 µM; IgMXP3 cells, JC-1 efflux, flow cytometry;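 active = inhibition above 80%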;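 also: 0% = DMSO and 100% = nicardipine control wells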
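Test system: ABCG2 IgMXP3 and barcoded ABCB1 CCRF-Adr cell mix; Schedule: cells with compound and JC-1, 10 min at 25 °C, rotating, no wash; Technique: flow cytometry of retained JC-1 fluorescence; Measure: % inhibition of efflux relative to nicardipine and DMSO; Controls: nicardipine high and DMSO low controls.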
RGS7-Gao = human RGS7-Galphao interaction regulation. P09471. binding response (% of control), % at 10 µM. Multiplexed bead flow cytometry, RGS7-Galphao binding; actives lie on both sides. 220,000 tested, 0.35% active; in the data active = binding response below about 49% or above about 150%; inconclusive = no clear call, values can overlap the other calls; inactive = in between;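 also: fluorescent Galphao held in activated GDP-AlF4 state binding bead-coupled RGS7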
RGS4-Gao reg = human RGS4-Galphao interaction regulation; Multiplexed bead flow cytometry, RGS4-Galphao binding; actives lie on both sides; binding response (% of control), % at 10 µM; 220,000 tested, 0.33% active; AID 1415; in the data active = binding response below about 49% or above about 150%; inactive = in between;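 also: fluorescent Galphao activated with aluminum fluoride binding bead-coupled RGS4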
Bim-Bfl-1 = disrupts Bim binding to human Bfl-1; Q16548; Bead-based flow cytometry, Bim-Bfl-1 binding inhibition; inhibition, % at 10 µM; 190,000 tested, 0.12% active; AID 1008;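 also: 0% = wells without compound plus tracer and 100% = blocker peptide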
Bim-Bcl-W = human Bim-Bcl-W interaction inhibition. Q92843. inhibition, % at 10 µM. bead-based flow cytometry, Bim peptide-Bcl-W binding. AID 952. 190,000 tested, 0.02% active;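 also: 0% = bound tracer without compound and 100% = peptide blocker; higher means less fluorescent Bim peptide bound to Bcl-W beads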
Bcl-2 Bim block = disrupts Bim peptide binding to human Bcl-2. P10415. Bead-based flow cytometry, Bim peptide-Bcl-2 binding. inhibition, % at 10 µM. 190,000 tested, 0.06% active. AID 950; in the data active = inhibition above about 40%; inconclusive = no clear call, values can overlap the other calls;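 also: 0% = no compound wells with probe peptide and 100% = reference peptide inhibitor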
GSH fluor = compound fluoresces at 488/530 nm on GSH beads; 190,000 tested, 0.25% active; AID 1776; GSH beads flow cytometry, compound fluorescence 488/530 nm; stronger effect = higher value; fluorescence (KMESF) at 10 µM; in the data active = fluorescence above about 89;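 also: glutathione beads carrying GST-tagged Bcl family fusion proteins plus one bare bead set; values are compound well signal with DMSO vehicle wells as background; inactives centre near 16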
ABCB1 block = human ABCB1 inhibition, ABCG2 as counter-screen; P08183; CCRF-Adr cells, JC-1 efflux, flow cytometry; inhibition, % at 6.6 µM; 190,000 tested, 0.067% active; in the data active = inhibition above about 40%;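 also: 0% = vehicle and 100% = reference inhibitor; higher value means more JC-1 retained so stronger ABCB1 efflux block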
Target sequence (P08183 whole entry, looked up): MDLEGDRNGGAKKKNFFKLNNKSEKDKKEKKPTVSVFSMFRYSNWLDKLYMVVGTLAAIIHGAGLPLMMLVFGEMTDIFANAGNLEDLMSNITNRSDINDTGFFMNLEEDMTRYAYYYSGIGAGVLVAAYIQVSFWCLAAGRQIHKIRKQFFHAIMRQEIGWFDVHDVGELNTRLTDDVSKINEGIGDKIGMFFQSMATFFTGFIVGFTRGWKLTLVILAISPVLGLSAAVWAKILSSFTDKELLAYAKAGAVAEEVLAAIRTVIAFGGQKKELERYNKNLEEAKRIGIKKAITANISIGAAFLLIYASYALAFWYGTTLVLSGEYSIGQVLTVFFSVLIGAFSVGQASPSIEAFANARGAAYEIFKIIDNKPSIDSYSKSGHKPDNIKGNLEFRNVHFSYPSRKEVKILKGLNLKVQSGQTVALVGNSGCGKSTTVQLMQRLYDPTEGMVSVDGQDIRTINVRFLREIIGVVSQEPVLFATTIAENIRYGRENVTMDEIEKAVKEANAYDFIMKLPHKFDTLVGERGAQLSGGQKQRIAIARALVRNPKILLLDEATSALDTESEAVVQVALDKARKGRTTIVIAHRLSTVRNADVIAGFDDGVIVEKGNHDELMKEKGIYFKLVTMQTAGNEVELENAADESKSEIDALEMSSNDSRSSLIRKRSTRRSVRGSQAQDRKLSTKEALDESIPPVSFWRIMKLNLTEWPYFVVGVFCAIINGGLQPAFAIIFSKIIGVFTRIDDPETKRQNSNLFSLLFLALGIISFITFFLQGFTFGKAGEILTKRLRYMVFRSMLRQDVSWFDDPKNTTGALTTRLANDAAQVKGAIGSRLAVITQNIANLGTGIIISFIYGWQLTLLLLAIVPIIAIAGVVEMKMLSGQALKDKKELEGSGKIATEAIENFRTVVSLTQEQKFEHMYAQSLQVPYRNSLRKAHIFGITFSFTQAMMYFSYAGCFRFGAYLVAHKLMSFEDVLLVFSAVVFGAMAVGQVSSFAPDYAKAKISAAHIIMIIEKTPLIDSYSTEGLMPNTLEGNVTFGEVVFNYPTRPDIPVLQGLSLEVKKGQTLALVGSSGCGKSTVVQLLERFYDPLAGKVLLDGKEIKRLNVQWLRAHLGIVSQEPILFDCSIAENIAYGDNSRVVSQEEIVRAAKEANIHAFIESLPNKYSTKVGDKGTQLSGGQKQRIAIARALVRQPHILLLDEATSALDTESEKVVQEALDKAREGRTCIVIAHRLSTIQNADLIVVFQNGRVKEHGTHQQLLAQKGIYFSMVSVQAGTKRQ
Bcl-XL Bim block = disrupts Bim peptide binding to human Bcl-XL; bead flow cytometry, fluorescence; inhibition, % at 10 µM; 190,000 tested, 0.04% active
Avidin fluor = compound fluoresces at 488/530 nm on avidin beads | compound fluorescence 488/530 nm, flow cytometry; stronger effect = higher value | fluorescence (KMESF) at 10 µM | 220,000 tested, 0.38% active; in the data active = fluorescence above about 47; also: inactives centre near 10
Bim-Bcl-B = disrupts Bim peptide binding to human Bcl-B; Q9HD36; bead-based flow cytometry; inhibition, % at 10 µM; 190,000 tested, 0.073% active; AID 951;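 also: 0% = tracer peptide without compound and 100% = reference inhibitor peptide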
Active calls of the source: *; u = inconclusive; [ ] = dose if it differs, or a comment. Rule as the data show it, unless noted: active = inhibition above about 40%.

nr	structure	ABCG2 block	RGS7-Gao	RGS4-Gao reg	Bim-Bfl-1	Bim-Bcl-W	Bcl-2 Bim block
1	COc1cc(Cl)ccc1S(=O)(=O)n1nc(C)cc1C	0.5	107.9	101.5	-7.0	0.0	-5.0
2	Cc1ccc(C)c(Cc2c(C)nc3c(C(=O)NCc4ccc5c(c4)OCO5)cnn3c2C)c1	54.7	95.3	96.7	0.0	2.0	1.0
3	Cc1ccc(S(=O)(=O)NCC(=O)Nc2cccc([N+](=O)[O-])c2)cc1	26.5	u	101.1	-5.0	-2.0	-2.0
4	Cc1ccc(SCCC(=O)NC2CC2)cc1	-0.4	98.2	101.9	-5.0	-2.0	-3.0
5	CC1(C)Cn2c(nc(=O)c3c2NCN(CCc2ccccc2)C3)S1	2.3	94.6	98.0	-5.0	0.0	-5.0
6	O=c1c2c(nc3c(-c4ccc(Cl)cc4)c[nH]n13)CCC2	-0.1	97.9	100.4	-2.0	0.0	0.0
7	O=C(Nc1ccccc1C(=O)O)c1ccc2ccccc2n1	1.9	95.3	97.6	0.0	-1.0	-4.0
8	Fc1ccccc1N=C1NN=C(c2ccccc2)CS1	0.1	104.3	101.3	0.0	1.0	0.0
9	CCC(=O)NNC(=O)c1c(O)c2ccccc2[nH]c1=O	0.2	100.3	100.4	-2.0	0.0	0.0
10	Cc1cccc(C)c1-n1c(C)nn(CCOc2ccccc2)c1=O	0.6	u	99.1	3.0	0.0	2.0
11	COCCCNC(=O)CCn1c(=O)c2ccccc2n(CC(=O)NCCc2ccc(OC)c(OC)c2)c1=O	2.9	99.9	95.6	0.0	-1.0	0.0
12	CCN1CCN(CCOc2cccc(Cl)c2Cl)CC1	0.1	101.6	100.1	-7.0	-1.0	0.0
13	Cc1c(NC(=O)C(C)OC(=O)CCc2ccccc2)c(=O)n(-c2ccccc2)n1C (stereo unspecified)	2.1	102.8	103.5	-6.0	-1.0	0.0
14	Cc1ccc2cc3c(N)c(C(=O)N4CCOCC4)sc3nc2c1	-0.2	102.8	100.4	0.0	-6.0	-2.0
15	Cc1ccc(S(=O)(=O)NC(C(=O)Oc2ccc3c(C)c(Cl)c(=O)oc3c2)c2ccccc2)cc1 (stereo unspecified)	-1.4	98.7	92.3	13.0	4.0	8.0

nr	GSH fluor	ABCB1 block	Bcl-XL Bim block	Avidin fluor	Bim-Bcl-B
1	16	-0.1	-6.0	14	-9.0
2	36	6.5	-6.0	9	-3.0
3	17	0.9	-2.0	9	-4.0
4	16	-2.4	-1.0	12	-4.0
5	12	1.7	-2.0	6	-4.0
6	11	-0.2	2.0	8	2.0
7	16	0.0	-3.0	9	-3.0
8	14	-0.1	1.0	8	-1.0
9	11	-0.1	1.0	21	0.0
10	13	0.1	3.0	8	2.0
11	63	0.6	1.0	16	-2.0
12	25	0.0	-2.0	9	-5.0
13	7	0.0	-3.0	22	-5.0
14	12	0.0	-4.0	34	-2.0
15	8	0.7	0.0	5	4.0

Remaining list, next part.
nr	structure	ABCG2 block	RGS7-Gao	RGS4-Gao reg	Bim-Bfl-1	Bim-Bcl-W	Bcl-2 Bim block
16	CCOC(=O)c1c(CN2CCCCC2C)oc2ccc(OC)cc12 (stereo unspecified)	2.0	101.4	98.3	3.0	5.0	6.0
17	O=C(N/N=C/c1cc([N+](=O)[O-])ccc1O)Nc1ccccc1	0.7	93.0	95.4	0.0	2.0	3.0
18	CCOC(=O)c1c(C)[nH]c(C(=O)COC(=O)CSCC(=O)N(CC)CC)c1C	1.7	101.7	99.9	0.0	2.0	4.0
19	CCn1cc(C2=NOC(C(=O)Nc3c(C)nn(Cc4ccc(F)cc4)c3C)C2)c(C)n1 (stereo unspecified)	6.7	101.3	99.8	-6.0	-6.0	-7.0
20	CCOC(=O)C1(Cc2ccccc2C)CCCN(C(=O)CCn2nccc2C)C1 (stereo unspecified)	2.4	100.4	102.0	-4.0	-1.0	0.0
21	Cc1cccc(C)c1NC(=S)N(CCN(C)C)C(C)c1ccccn1 (stereo unspecified)	-1.0	97.1	100.7	-2.0	3.0	-2.0
22	Cc1ccc(C)n1-c1ccc(N2CCOCC2)cc1	1.5	56.0	64.3	6.0	3.0	7.0
23	COC(=O)[C@@]1(Cc2ccccc2)[C@H]2c3cc(C(=O)N4CCCC4)n(Cc4ccsc4Br)c3C[C@H]2CN1C(=O)c1ccccc1	4.6	99.5	98.4	3.0	2.0	1.0
24	COc1ccccc1NC1=NC(c2ccc(Cl)cc2)N=C(N)N1 (stereo unspecified)	1.8	103.2	102.5	-1.0	-3.0	3.0
25	O=C(Cn1nc(-c2cccc([N+](=O)[O-])c2)c2ccccc2c1=O)Nc1cccnc1	0.1	92.4	82.6	2.0	0.0	-1.0
26	Nc1nonc1C(=O)NCCNCc1ccccc1OCc1ccccc1F	4.3	106.7	102.3	-9.0	-1.0	-10.0
27	C/C(Cl)=C/Cn1c(N2CCCC2)nc2c1c(=O)n(C)c(=O)n2C	-1.8	98.5	96.4	-11.0	0.0	-7.0
28	Cc1cccc(NC(=O)c2c(F)c(F)c(F)c(F)c2F)c1	4.8	121.3	109.6	-7.0	-3.0	-5.0
29	COC(=O)c1c(NC(=O)C2C3CCC(C3)C2C(=O)O)sc2c1CCCCC2 (stereo unspecified)	3.3	105.0	104.1	-1.0	0.0	-1.0
30	CC(=O)N/N=C(\C)c1cccc(C(F)(F)F)c1	3.7	98.9	100.4	-5.0	-1.0	-1.0

nr	GSH fluor	ABCB1 block	Bcl-XL Bim block	Avidin fluor	Bim-Bcl-B
16	42	0.3	4.0	25	4.0
17	22	-0.2	4.0	11	3.0
18	6	0.5	-2.0	5	2.0
19	14	0.6	-10.0	22	-11.0
20	12	1.4	-5.0	17	-7.0
21	12	-0.2	3.0	6	-6.0
22	11	0.3	2.0	4	40.0*
23	17	9.2	-5.0	10	-2.0
24	14	0.2	0.0	10	-2.0
25	10	0.0	0.0	11	2.0
26	30	0.8	-21.0	11	-11.0
27	36	-2.2	-20.0	5	-7.0
28	11	0.4	-3.0	25	-2.0
29	20	0.4	-2.0	7	-12.0
30	7	0.2	-2.0	21	-3.0

Additional records.
nr	structure	ABCG2 block	RGS7-Gao	RGS4-Gao reg	Bim-Bfl-1	Bim-Bcl-W	Bcl-2 Bim block
31	CC(C)OCCCNC(=O)CCC(=O)NNc1nc2ccccc2c2nc(-c3ccccc3)nn12	-4.0	98.9	96.9	0.0	2.0	0.0
32	O=C(NCc1ccco1)c1c(F)c(F)c(F)c(C(=O)NCc2ccco2)c1F	-3.2	94.6	99.7	4.0	-3.0	2.0
33	Cc1cc(C)cc(N=Cc2c(O)c3ccccc3oc2=O)c1	2.6	94.0	98.2	-4.0	-1.0	-2.0
34	CS(=O)(=O)N1CCC(C(=O)Nc2ccccc2F)CC1	1.4	97.9	98.3	-19.0	0.0	-16.0
35	CCC12C(=O)C(CC)(C(c3ccccc3)=C1c1ccccc1)[C@@H]1C(=O)N(c3ccc(C)cc3)C(=O)C12 (stereo partly specified)	3.2	99.6	99.7	-3.0	-4.0	-5.0
36	CCOc1ccc(C(C)=O)cc1CSc1nc2nc(C)cc(C)n2n1	11.7	u	98.1	-4.0	3.0	-5.0
37	COc1ccccc1N1CCN(CC(=O)Nc2c(C)n[nH]c2C)CC1	0.9	108.8	106.9	-3.0	-4.0	-1.0
38	C=CCN(C(=O)CNC(=O)c1cccs1)C(C(=O)NC1CCCCC1)c1cccnc1 (stereo unspecified)	0.9	112.4	100.7	6.0	14.0	5.0
39	CCN(CC)C(=O)Cn1nc(-c2ccccc2O)nc1SCC(=O)Nc1ccc(OC)cc1	37.1	102.9	101.9	-16.0	-1.0	-10.0
40	O=C(CCc1nc2ccccc2c(=O)[nH]1)N1CCN(c2ccc(F)cc2)CC1	12.2	99.5	102.2	-2.0	-3.0	0.0
41	COC(=O)c1ccc(CSc2nnc3ccccn23)o1	1.1	100.7	100.4	-1.0	0.0	-4.0
42	O=C(c1cccc(F)c1)N1CCN(c2cccc(Cl)c2)CC1	18.9	104.1	103.5	-19.0	0.0	-8.0
43	O=C(CCCN1C(=O)/C(=C\c2ccco2)SC1=S)Nc1ccc2ccccc2c1	-3.6	92.9	95.1	-4.0	0.0	3.0
44	CC1CCN(C2=C(NS(=O)(=O)c3ccc(Cl)cc3)C(=O)c3ccccc3C2=O)CC1	1.4	100.2	95.8	-16.0	-3.0	-15.0
45	Cc1ccnc(NC(=O)C2CCN(S(=O)(=O)c3cccc4nonc34)CC2)c1	4.3	101.2	103.2	0.0	-2.0	-3.0

nr	GSH fluor	ABCB1 block	Bcl-XL Bim block	Avidin fluor	Bim-Bcl-B
31	8	0.7	1.0	5	2.0
32	10	-1.2	-3.0	9	0.0
33	9	0.3	-3.0	9	-2.0
34	27	0.4	-8.0	16	-8.0
35	11	1.1	-2.0	11	-7.0
36	14	2.2	0.0	10	-1.0
37	18	0.7	-3.0	22	-6.0
38	42	0.3	10.0	14	8.0
39	14	0.7	-4.0	7	-10.0
40	13	0.6	-1.0	9	0.0
41	21	0.2	1.0	36	0.0
42	32	0.1	-8.0	13	-9.0
43	13	-0.9	-4.0	11	-24.0
44	10	1.0	-11.0	14	-10.0
45	14	1.0	-2.0	30	-2.0

(cont.)
nr	structure	ABCG2 block	RGS7-Gao	RGS4-Gao reg	Bim-Bfl-1	Bim-Bcl-W	Bcl-2 Bim block
46	CCNC(=O)c1c(NC(=O)c2cc(-c3cc(C)ccc3O)n[nH]2)sc2c1CCCC2	-8.8	98.5	102.2	-7.0	-6.0	-2.0
47	O=C(NC(NC(=O)c1ccccc1)c1cccc([N+](=O)[O-])c1)c1ccccc1	5.5	100.9	101.5	-1.0	-5.0	-4.0
48	COCCCn1c(SCC(=O)N2CC(=O)Nc3ccccc32)nnc1-c1ccoc1C	1.0	98.7	100.0	-7.0	0.0	-13.0
49	CN(C)CCCNC(=O)c1cc(S(=O)(=O)N2CCOCC2)ccc1F	-0.3	141.5	165.7*[activator]	-9.0	-1.0	-5.0
50	CC(C)(C)NC(=S)Nc1ccc(Nc2ccccc2)cc1	0.1	112.2	97.6	2.0	-1.0	-5.0
51	CCC1Oc2ccc(C)cc2N(CC(=O)NCc2cc(OC)ccc2OC)C1=O (stereo unspecified)	2.1	92.2	98.5	-8.0	0.0	-9.0
52	COc1ccc(-c2ccc(/C=C3/C(=N)N4C=CSC4=NC3=O)o2)c([N+](=O)[O-])c1	-7.3	94.3	100.6	-7.0	3.0	0.0

nr	GSH fluor	ABCB1 block	Bcl-XL Bim block	Avidin fluor	Bim-Bcl-B
46	10	-1.0	-6.0	15	-8.0
47	11	6.1	-3.0	11	-6.0
48	25	0.6	-4.0	8	-7.0
49	31	-0.2	-6.0	9	-6.0
50	9	-0.1	-7.0	25	-11.0
51	35	0.9	-2.0	15	-6.0
52	6	-0.9	-2.0	13	-8.0

Random excerpt: 2 entries already listed, in no set order.
nr	structure	ABCG2 block	RGS7-Gao	RGS4-Gao reg	Bim-Bfl-1	Bim-Bcl-W	Bcl-2 Bim block
42	O=C(c1cccc(F)c1)N1CCN(c2cccc(Cl)c2)CC1	18.9	104.1	103.5	-19.0	0.0	-8.0
49	CN(C)CCCNC(=O)c1cc(S(=O)(=O)N2CCOCC2)ccc1F	-0.3	141.5	165.7*[activator]	-9.0	-1.0	-5.0

nr	GSH fluor	ABCB1 block	Bcl-XL Bim block	Avidin fluor	Bim-Bcl-B
42	32	0.1	-8.0	13	-9.0
49	31	-0.2	-6.0	9	-6.0

Source: PubChem
